Source: PubChem BioAssay (several laboratories)
PP5 inh: PP5 (human) phosphatase inhibition | purified PP5c, OMFP substrate fluorescence | P53041 | 0.18% of 320,000 active | inhibition, % at 6.7 µM;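 active = inhibition above the campaign's mean inhibition across all tested compounds plus 3 SD, cut at about 9.5% in these data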;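 also: 0% = DMSO only and 100% = 100 µM cantharidin control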
TPT1 inh: inhibitors of Candida albicans tRNA 2'-phosphotransferase TPT1; inhibition, % at 5 µM; 0.81% of 300,000 active; recombinant caTPT1, FP RNA substrate dephosphorylation; AID 1962;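 active = inhibition above the mean of all tested compounds plus 3 SD, set per screening campaign, cut at about 24% in these data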;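 also: plate controls were DMSO alone for no effect and ferristatin control at 100 nM for full effect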
HCV core dimer: HCV core protein dimerization inhibition. TR-FRET GST/Flag-core106 dimerization, 1536-well. 0.33% of 300,000 active. AID 1899. inhibition, % at 5 µM;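 active = inhibition above the mean of all tested compounds plus 3 SD, set per screening campaign, cut at about 45% in these data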
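Test system: GST/Flag-tagged HCV core106 proteins; Medium: KF-containing HEPES buffer, pH 7.45, DTT, CHAPS, BSA; Times: compound-protein-antibody incubation 4 h at 22.5 °C; Detection: TR-FRET 671 and 617 nm emission; Benchmarks: wells lacking GST-core106 and wells with excess unlabelled core106.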
EBNA-1 inh: blocks EBNA-1 binding to DNA; 0.34% of 300,000 active; inhibition, % at 14.8 µM; EBNA-1 DNA binding, fluorescence polarization; in the data active = inhibition above about 28%
PREPL inh: inhibitors of human prolyl oligopeptidase-like enzyme PREPL | Q4J6C6 | recombinant PREPL, fluorescence polarization activity-based probe | inhibition, % at 5.96 µM | 0.68% of 320,000 active | AID 2751; in the data active = inhibition above about 43%;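 also: 0% = enzyme with DMSO and 100% = wells lacking enzyme; many of its hits are not listed in these tables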
Target sequence (Q4J6C6 whole entry, looked up): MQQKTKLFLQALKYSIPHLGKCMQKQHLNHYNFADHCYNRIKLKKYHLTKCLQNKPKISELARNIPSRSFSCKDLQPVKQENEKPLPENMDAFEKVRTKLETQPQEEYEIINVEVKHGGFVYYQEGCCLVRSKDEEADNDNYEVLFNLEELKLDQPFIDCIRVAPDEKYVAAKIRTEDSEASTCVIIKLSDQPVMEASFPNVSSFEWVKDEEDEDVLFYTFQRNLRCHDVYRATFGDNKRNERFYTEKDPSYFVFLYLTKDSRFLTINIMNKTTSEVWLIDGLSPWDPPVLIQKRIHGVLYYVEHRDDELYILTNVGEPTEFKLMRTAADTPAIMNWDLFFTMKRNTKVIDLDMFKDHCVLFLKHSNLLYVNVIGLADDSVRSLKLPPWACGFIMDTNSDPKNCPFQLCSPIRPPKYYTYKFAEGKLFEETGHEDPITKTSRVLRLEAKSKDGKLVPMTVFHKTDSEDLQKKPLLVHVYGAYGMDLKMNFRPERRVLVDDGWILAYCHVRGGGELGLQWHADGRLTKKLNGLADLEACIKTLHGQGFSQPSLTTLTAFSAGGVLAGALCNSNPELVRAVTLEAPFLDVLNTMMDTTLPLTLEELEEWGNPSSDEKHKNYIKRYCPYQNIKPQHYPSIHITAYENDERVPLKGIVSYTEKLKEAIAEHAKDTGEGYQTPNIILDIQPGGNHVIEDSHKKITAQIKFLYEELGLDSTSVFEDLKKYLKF
Fh CTSL1 inh: counter-screen for PFM18AAP inhibitors: inhibitors of F. hepatica cathepsin L1; 0.49% of 300,000 active; inhibition, % at 5.96 µM; AID 1906; recombinant F. hepatica cathepsin L1, Z-Leu-Arg-MCA fluorescence;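 active = inhibition above the mean of all tested compounds plus 3 SD, set per screening campaign, cut at about 17% in these data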;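 also: 0% = plate median of test compound wells and 100% = 1 µM Z-Phe-Ala-diazomethylketone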
ZTA counter: blocks Epstein-Barr virus ZTA, an EBNA-1 counter-screen; ZTA-DNA binding, fluorescence polarization; inhibition, % at 11 µM; 0.15% of 320,000 active; in the data active = inhibition above about 33%
Target sequence (P03206 whole entry, looked up): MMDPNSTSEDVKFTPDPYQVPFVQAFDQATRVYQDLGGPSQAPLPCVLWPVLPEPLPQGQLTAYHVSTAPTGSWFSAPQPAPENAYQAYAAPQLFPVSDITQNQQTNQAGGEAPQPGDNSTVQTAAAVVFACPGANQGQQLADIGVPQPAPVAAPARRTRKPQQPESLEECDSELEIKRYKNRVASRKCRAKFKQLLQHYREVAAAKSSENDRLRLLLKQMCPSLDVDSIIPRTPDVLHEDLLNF
PP1 counter: counter-screen for PP5 inhibitors: inhibitors of human PP1-alpha; P62136; purified PP1alpha, OMFP fluorescence; inhibition, % at 6.7 µM; 0.9% of 320,000 active; AID 2235;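 active = inhibition above the mean inhibition of all tested compounds plus 3 SD, computed separately for each screening campaign, cut at about 15% in these data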
Efflux pump inh: antifungal efflux pump inhibition, Nile Red retention; S. cerevisiae Candida pump triplex; inhibition, % at 10 µM; 0.44% of 330,000 active; AID 485275;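 active = plate passing quality check with inhibition over a set limit, or well fluorescence over plate mean plus 4 SD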;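 also: Nile Red retained in pooled yeast measured as flow cytometry median fluorescence; 0% = buffer negative control and 100% = Enniatin B positive control; higher means more Nile Red kept so more efflux inhibition; some compounds called inactive have numbers as strong as hits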
An asterisk follows results filed as active; . = not tested or not shown. Only part of the results is shown (hit frequency here may not be typical).

no.	molecule	PP5 inh	TPT1 inh	HCV core dimer	EBNA-1 inh	PREPL inh	Fh CTSL1 inh	ZTA counter	PP1 counter	Efflux pump inh
1	O=C(NCCc1ccccc1)C1CCN(C(=O)NCc2ccccc2)CC1	3.3	-1.9	-5.7	-9.4	-3.9	0.2	9.5	0.5	0.1
2	COCCC(=O)N1CCC(Oc2ccc(C(=O)N3C[C@H]4CC[C@H]3C4)cc2)CC1	1.8	-0.4	-3.3	-0.6	6.1	1.3	-1.3	0.8	1.2
3	O=C(Oc1ccc(Cl)cc1)c1ccc(COC(=O)c2cnccn2)cc1	3.4	0.1	2.2	-4.9	23.4	-7.4	-15.7	-2.0	0.0
4	COc1ccc(C(=O)/C=C(\C)NCc2ccc3c(c2)OCO3)cc1	2.2	4.2	-4.0	-2.6	0.4	2.0	0.4	1.7	-0.1
5	O=C(NCCc1ccc(F)cc1)c1cc(=O)c2ccccc2o1	0.1	1.0	1.4	2.5	0.3	-0.3	5.6	0.4	0.0
6	COc1cc(CNC(=O)c2cnc(C)cn2)cc(OC)c1	-3.0	0.7	-6.0	-6.9	6.2	-0.7	0.4	0.2	0.2
7	COCCn1c(=S)[nH]c2cc(C(=O)N(CCO)Cc3ccccc3)ccc2c1=O	-1.4	-4.7	-4.1	0.4	3.6	0.7	-6.9	0.3	0.0
8	CC(=O)Cc1cc(O)c2ccccc2c1OC(=O)c1ccc(Br)cc1	1.4	-4.9	-2.3	1.1	13.5	7.0	-0.7	-3.6	-0.2
9	FC(F)(F)Oc1ccc(NC(=S)Nc2ccc(OC(F)(F)F)cc2)cc1	2.3	-2.0	2.7	-9.9	0.1	-3.0	-6.9	1.5	0.1
10	Cc1ccc(NS(=O)(=O)c2ccc(NC(=O)N3CCCCC3)cc2)cc1	-1.6	-1.5	-7.0	-5.3	-2.3	-5.9	12.1	-0.6	0.2
11	CCc1cc(=O)oc2cc(C)cc(OCC(=O)NC(Cc3ccc(Cl)cc3)C(=O)O)c12 (centres undefined)	0.6	-5.4	5.2	7.5	0.5	2.9	14.7	-2.4	0.0
12	CC(=O)Nc1cccc(NC(=O)c2c(-c3ccccc3)noc2C)c1	-0.5	3.4	1.0	8.4	9.1	-3.5	10.5	-2.6	-0.1
13	COC(=O)C(O)(CC(=O)Nc1cc(OC)c(OC)c(OC)c1)C(F)(F)F (centres undefined)	0.9	1.2	5.0	4.2	2.9	-3.4	2.8	-0.9	0.0
14	CCOc1ccc(C(C)NC(=O)c2cc(=O)[nH]c3ccccc23)cc1OCC (centres undefined)	-0.5	0.5	3.0	2.5	0.9	3.4	0.5	-4.1	0.0
15	CCOc1cc(CO)cc(Br)c1OCC(N)=O	3.8	-1.8	-1.8	1.7	1.8	0.5	0.9	-0.8	0.1
16	O=C(CSCCO)Nc1nccs1	1.8	-0.5	-7.3	-7.9	-5.1	-1.2	-10.4	0.9	0.0
17	Cc1ccc(C)c(Nc2nc(-c3cccnc3)cs2)c1	5.0	-5.4	-0.8	0.7	4.6	0.3	-10.8	1.8	0.0
18	COc1cc(OC)c(OC)cc1/C=N/NC(=O)CC1C(=O)NN=C1C (centres undefined)	3.1	-3.6	-9.5	-8.2	0.2	-1.6	-4.5	-1.6	0.1
19	COc1ccc(-c2onc3ccc(C(=O)/C=C/N(C)C)cc23)cc1	-0.9	-2.0	-0.2	5.3	-3.3	-1.2	28.2	3.8	0.7
20	O=C(c1cc(COc2ccc(F)cc2Cl)on1)N1CCSCC1	3.2	-1.1	7.6	4.9	10.4	2.2	10.9	0.2	-0.1
21	CCC(C)[C@H](NC(=O)[C@@H]1Cc2c([nH]c3ccccc23)C2c3ccccc3C(=O)N21)C(=O)NCC1CCCO1 (some centres undefined)	3.9	-0.3	-1.6	-11.3	10.1	2.4	-11.7	-2.7	0.3
22	CC(C)N1CCC(=NNC(=O)c2cccs2)CC1	-0.2	-1.4	-2.4	10.3	2.9	2.4	-6.1	-1.1	0.0
23	COc1cc2c(cc1OC)C(c1cc3cccc(C)c3[nH]c1=O)N(C(=O)c1ccco1)CC2 (centres undefined)	2.0	-7.3	5.4	2.8	-1.9	-4.0	6.9	1.2	0.0
24	CCN(CC)C(=O)CSc1nnc(-c2ccc(S(=O)(=O)N3CCCC3)cc2)o1	0.5	-2.4	-0.1	1.9	-0.4	-0.9	-5.7	5.7	-0.1
25	CC(C)(C)c1ccc(OCC(=O)N/N=C/C2CC=CCC2)cc1 (centres undefined)	-0.5	6.1	-5.4	-12.5	2.5	-0.2	-11.3	4.9	0.1
26	CCCC(CCC)C(=O)Oc1cc(C)[nH]c(=O)c1[N+](=O)[O-]	2.6	0.9	-8.2	-1.4	6.1	-4.2	0.0	-5.9	0.0
27	COCCN(CC(=O)Nc1ccc(F)cc1)S(=O)(=O)c1ccc(S(=O)(=O)N2CCCC2)cc1	0.6	-2.0	6.5	11.4	4.1	-1.7	12.9	-3.5	-0.1
28	CC(C)OCCCNC(=O)c1ccc(NC(=O)C2=CSCCO2)cc1	-1.9	-1.9	-5.9	1.6	9.9	7.1	-4.4	-3.2	-0.3
29	Clc1nc2ccccc2nc1-c1ccccc1	-1.2	0.3	4.8	-3.2	5.7	1.0	6.3	0.9	0.2
30	Cc1ccc(-n2ncc3c(=O)n(Cc4ccccn4)cnc32)cc1C	1.1	1.1	-3.1	-12.2	7.1	-1.8	-5.4	2.0	0.0

no.	molecule	PP5 inh	TPT1 inh	HCV core dimer	EBNA-1 inh	PREPL inh	Fh CTSL1 inh	ZTA counter	PP1 counter	Efflux pump inh
31	Cc1cc2c(cc1C)NC(c1nc3ccccc3[nH]1)C1=C(CC(C)(C)CC1=O)N2 (centres undefined)	-2.7	-4.5	-3.2	9.1	3.7	6.6	2.3	-3.4	-0.2
32	CSC1=N/C(=C/c2ccc(-n3cncn3)cc2)C(=O)N1	1.3	-1.1	-12.8	-0.8	18.8	4.1	-19.5	1.0	-0.1
33	Cc1ccc(S(=O)(=O)NCCC(=O)OCC(=O)Nc2cccc(Cl)c2)cc1	4.8	.	.	.	1.4	.	-6.8	-0.5	0.2
34	CC1CCC2(CC1)NC(=O)N(CC(=O)NCCc1c[nH]c3ccccc13)C2=O (centres undefined)	-0.1	.	.	.	12.1	.	8.2	-5.1	0.0
35	CC1CCCC(NC(=O)NC(=O)CCl)C1C (centres undefined)	1.0	1.3	6.1	7.2	2.6	24.4*	-0.9	-2.1	0.1
36	Cc1nn(Cc2ccccc2)c(Cl)c1/C=N/NC(=O)c1cccnc1	3.2	3.3	-0.7	-8.1	-3.8	0.2	-9.0	2.5	0.0
37	COc1ccc(-c2[nH]ncc2CNC(C)c2cn(C)nc2C)c(F)c1 (centres undefined)	4.0	-7.3	-4.3	-11.5	2.9	-0.2	-17.3	3.2	-0.1
38	COc1ccc(-c2cc(-c3ccccc3O)[nH]n2)cc1OC	8.0	-2.5	-3.2	-5.4	25.7	-3.1	0.0	3.2	0.0
39	O=C(CN1CCN(c2ccc(F)cc2)CC1)N1CCOCC1	-3.3	-1.1	0.2	0.7	3.9	-0.6	12.1	-6.4	0.0
40	O=C(CCN1c2ccccc2Sc2ccccc21)OCC(=O)N1CCN(C(=O)c2ccco2)CC1	0.1	-7.3	15.3	8.9	16.9	-4.2	-4.9	3.5	0.0
41	O=C(c1ccccc1)N1CCN(C2C3CC4CC(C3)CC2C4)CC1 (centres undefined)	-3.3	2.8	1.1	3.9	20.8	0.8	-9.6	-3.5	-0.3
42	CCN(C(=O)c1nn(-c2ccc(OC)cc2)c(=O)c2c1c1ccccc1n2C)c1ccc(OC)cc1	1.6	0.9	18.0	17.6	0.3	3.1	13.2	-2.5	0.1
43	O=C(Nc1cccc(NC(=O)c2ccc(Cl)cc2)n1)c1ccc(Cl)cc1	1.9	-0.1	5.8	5.1	-2.9	0.8	3.1	0.5	0.2
44	Cc1c(C(=O)N2CCOCC2)c(S(=O)(=O)Nc2ccc(F)cc2)c(C)n1C	1.0	-4.6	13.9	4.2	-2.3	1.0	2.9	-0.7	0.0
45	COc1cc(NC(=O)c2ccc(F)cc2)ccc1NC(=O)c1cc2ccccc2o1	3.0	-0.4	-2.2	-9.8	2.5	-0.9	-11.0	4.2	0.0
46	CNS(=O)(=O)c1ccc(C(=O)NCC(=O)NC(C)c2cccs2)cc1 (centres undefined)	3.7	.	.	.	12.8	.	-8.7	-1.5	0.5
47	Cc1occc(=O)c1OCc1c(Cl)cccc1Cl	0.4	0.5	-14.3	-7.1	4.5	5.7	-2.2	-7.7	0.0
48	COC(=O)C1=C(C)N(Cc2ccco2)C(=O)/C1=C\c1ccc(N(C)C)cc1	1.2	5.7	3.1	-9.6	-7.0	0.9	19.2	-2.9	-0.2
49	Cc1ccc(NS(=O)(=O)c2cccc(C(=O)O)c2)cc1S(=O)(=O)N1CCOCC1	0.2	-3.3	4.9	14.2	3.6	-4.2	-1.1	0.2	0.0
50	CCC(NC(=S)NCc1ccc(F)cc1)c1ccccc1 (centres undefined)	0.7	0.3	-1.7	4.9	-8.3	0.3	-5.0	-1.2	0.1
51	COc1ccc(NC(=O)N2CCCC2)cc1OC	-0.8	1.2	-6.5	7.1	5.4	2.2	3.1	-2.7	0.0
52	CC1=NN(S(=O)(=O)c2ccc(F)cc2)C(=O)c2ccccc2O1	-0.7	-2.6	1.5	-0.3	4.2	1.3	11.8	-5.0	-0.1
53	CN(CC(=O)NCC1CCCCC1)S(=O)(=O)c1ccc(F)cc1	-0.2	-1.7	6.2	18.0	-6.8	-0.1	8.9	2.9	0.0
54	COc1ccc(C(=O)NNC(=O)c2ccc3ccccc3c2O)cc1	2.4	1.2	-9.6	6.0	4.2	-2.3	7.4	1.5	0.0

Three entries out of the list above, sorted by the number in Efflux pump inh, largest number first:
No.	canonical_smiles	PP5 inh	TPT1 inh	HCV core dimer	EBNA-1 inh	PREPL inh	Efflux pump inh
6	COc1cc(CNC(=O)c2cnc(C)cn2)cc(OC)c1	-3.0	0.7	-6.0	-6.9	6.2	0.2
27	COCCN(CC(=O)Nc1ccc(F)cc1)S(=O)(=O)c1ccc(S(=O)(=O)N2CCCC2)cc1	0.6	-2.0	6.5	11.4	4.1	-0.1
8	CC(=O)Cc1cc(O)c2ccccc2c1OC(=O)c1ccc(Br)cc1	1.4	-4.9	-2.3	1.1	13.5	-0.2
